Screens (PubChem)
Bcl-B Bim block: inhibitors of Bim-Bcl-B binding, primary screen, biochemical, multiplexed, human Bcl-2 family; Bcl-2-like protein 10 (Homo sapiens), Q9HD36; bead-based flow cytometry, Bim peptide-Bcl-B binding; inhibition, % at 10 µM; actives 0.073% (n = 190,000);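 further: 0% = tracer peptide without compound and 100% = reference inhibitor peptide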
Bim-Bcl-W: inhibitors of Bim binding to Bcl-W, primary screen, biochemical, multiplexed, bead-based flow cytometry; Bcl-2-like protein 2 (Homo sapiens), Q92843; Bim peptide-Bcl-W binding; inhibition, % at 10 µM; actives 0.02% (n = 190,000);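 further: 0% = bound tracer without compound and 100% = peptide blocker; higher means less fluorescent Bim peptide bound to Bcl-W beads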
Target sequence (Q92843 whole entry, looked up): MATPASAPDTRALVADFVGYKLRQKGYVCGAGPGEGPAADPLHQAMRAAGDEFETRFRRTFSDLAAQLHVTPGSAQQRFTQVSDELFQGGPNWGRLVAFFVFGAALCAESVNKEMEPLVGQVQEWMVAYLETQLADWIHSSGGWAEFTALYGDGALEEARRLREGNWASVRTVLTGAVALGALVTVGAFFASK
ABCB1 inh: ABCB1 efflux pump inhibitors, primary screen, cell-based, multiplex, flow cytometry, ABCG2 counter-screen; ATP-dependent translocase ABCB1 (Homo sapiens), P08183; CCRF-Adr cells, JC-1 efflux; inhibition, % at 6.6 µM; actives 0.067% (n = 190,000); in the data active means inhibition above about 40%;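 further: 0% = vehicle and 100% = reference inhibitor; higher value means more JC-1 retained so stronger ABCB1 efflux block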
GSH fluor: compound fluorescence on glutathione beads, profiling panel, artefact control, biophysical, 488/530 nm, flow cytometry. GSH beads flow cytometry, compound fluorescence 488/530 nm; stronger effect = higher value. fluorescence (KMESF) at 10 µM. actives 0.25% (n = 190,000). AID 1776, 2009; in the data active means fluorescence above about 89;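 further: glutathione beads carrying GST-tagged Bcl family fusion proteins plus one bare bead set; values are compound well signal with DMSO vehicle wells as background; inactives centre near 16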
Bim-Bcl-2: inhibitors of Bim-Bcl-2 binding, primary screen, biochemical, multiplexed, human Bcl-2 family | Apoptosis regulator Bcl-2 (Homo sapiens), P10415 | Bead-based flow cytometry, Bim peptide-Bcl-2 binding | inhibition, % at 10 µM | actives 0.06% (n = 190,000); in the data active means inhibition above about 40%; inconclusive means no clear call, values can overlap the other calls;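 further: 0% = no compound wells with probe peptide and 100% = reference peptide inhibitor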
Target sequence (P10415 whole entry, looked up): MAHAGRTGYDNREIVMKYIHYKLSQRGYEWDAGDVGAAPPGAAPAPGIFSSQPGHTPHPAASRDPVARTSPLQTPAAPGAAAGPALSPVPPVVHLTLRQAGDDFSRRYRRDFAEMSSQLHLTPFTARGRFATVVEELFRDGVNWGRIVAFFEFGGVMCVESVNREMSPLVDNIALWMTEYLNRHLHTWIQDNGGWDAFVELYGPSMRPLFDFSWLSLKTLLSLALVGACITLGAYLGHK
Bim-Bcl-XL: inhibitors of Bim-Bcl-XL binding, primary screen, biochemical, multiplexed, bead flow cytometry, human Bcl-XL; Bim peptide-Bcl-XL binding, fluorescence; inhibition, % at 10 µM; actives 0.04% (n = 190,000)
Target sequence (Q07817 whole entry, looked up): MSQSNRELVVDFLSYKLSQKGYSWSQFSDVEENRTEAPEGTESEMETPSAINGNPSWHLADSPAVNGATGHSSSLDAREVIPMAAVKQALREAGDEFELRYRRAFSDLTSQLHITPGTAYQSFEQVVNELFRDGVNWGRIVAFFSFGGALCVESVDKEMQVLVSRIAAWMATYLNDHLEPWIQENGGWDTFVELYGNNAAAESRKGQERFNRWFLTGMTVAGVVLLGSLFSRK
ABCG2 inh: ABCG2 efflux pump inhibitors, primary screen, multiplex with ABCB1, IgMXP3 cells, flow cytometry; Broad substrate specificity ATP-binding cassette transporter ABCG2 (Homo sapiens), Q9UNQ0; JC-1 efflux; inhibition, % at 6.6 µM; actives 0.1% (n = 190,000); AID 1325, 2008;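 active means inhibition above 80%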;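 further: 0% = DMSO and 100% = nicardipine control wells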
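Test system: IgMXP3 (ABCG2) plus far-red-tagged CCRF-Adr (ABCB1) cells / Amount: 3 million cells/mL in well / Reagent: JC-1 transporter substrate / Timing: 10 min compound exposure, 25 °C / Signal: flow cytometry, 530 nm JC-1 signal / Read-out: percent efflux inhibition, scaled nicardipine 100% to DMSO 0% / Benchmarks: nicardipine as high control, DMSO as low control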
Bfl-1 Bim block: inhibitors of Bim binding to Bfl-1, primary screen, biochemical, multiplexed, bead-based flow cytometry | inhibition, % at 10 µM | AID 1008, 2008 | actives 0.12% (n = 190,000) | Bim-Bfl-1 binding inhibition;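 further: 0% = wells without compound plus tracer and 100% = blocker peptide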
RGS4-Gao reg: modulators of RGS4 binding to Galphao, primary screen, biochemical, multiplexed bead flow cytometry. actives lie on both sides. binding response (% of control), % at 10 µM. actives 0.33% (n = 220,000); in the data active means binding response below about 49% or above about 150%; inactive means in between;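 further: fluorescent Galphao activated with aluminum fluoride binding bead-coupled RGS4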
Target sequence (P09471 whole entry, looked up): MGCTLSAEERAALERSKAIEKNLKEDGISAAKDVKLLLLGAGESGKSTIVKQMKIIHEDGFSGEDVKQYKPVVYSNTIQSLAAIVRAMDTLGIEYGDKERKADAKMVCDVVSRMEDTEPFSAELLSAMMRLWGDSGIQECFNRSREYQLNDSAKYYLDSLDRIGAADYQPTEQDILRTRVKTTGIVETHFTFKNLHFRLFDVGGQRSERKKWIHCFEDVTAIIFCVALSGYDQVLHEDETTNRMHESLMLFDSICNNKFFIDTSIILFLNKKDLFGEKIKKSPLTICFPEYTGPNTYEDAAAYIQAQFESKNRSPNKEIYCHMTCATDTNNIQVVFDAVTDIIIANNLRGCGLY
RGS8-Gao: RGS8-Galphao binding modulators, primary screen, biochemical, multiplexed bead flow cytometry | actives lie on both sides | response (percent of control binding), % at 10 µM | actives 0.34% (n = 220,000); in the data active means response below about 60% or above about 140%; inactive means in between;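 further: Galphao activated as the GDP aluminium fluoride complex binding bead-coupled RGS8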
RGS7-Gao: RGS7-Galphao binding modulators, primary screen, biochemical, multiplexed bead flow cytometry; binding response (% of control), % at 10 µM; actives lie on both sides; Guanine nucleotide-binding protein G(o) subunit alpha (Homo sapiens), P09471; AID 1439, 2008; actives 0.35% (n = 220,000); in the data active means binding response below about 49% or above about 150%; inconclusive means no clear call, values can overlap the other calls; inactive means in between;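 further: fluorescent Galphao held in activated GDP-AlF4 state binding bead-coupled RGS7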
An asterisk follows results filed as active; ? = inconclusive; [ ] = dose if it differs, or a comment. Unless noted, no stated cut-off is given here; in the data, active means inhibition above about 40%. No enrichment for hits. Share with any hit: about 1.1%.

SMILES	Bcl-B Bim block	Bim-Bcl-W	ABCB1 inh	GSH fluor	Bim-Bcl-2	Bim-Bcl-XL	ABCG2 inh	Bfl-1 Bim block	RGS4-Gao reg	RGS8-Gao	RGS7-Gao
CC(C)CCNc1nc2c(c(=O)n(Cc3cccc(F)c3)c(=O)n2C)n1C	-5	0	0.6	7	0	-1	8	0	99	102	100
Cc1ccc(N/N=C2\CCS(=O)(=O)c3sccc32)cc1	-5	0	-0.3	9	-2	-2	1	-7	99	107	100
CN1CCN(C(=S)c2cn(Cc3ccccc3)c3ccccc23)CC1	-8	-4	2.1	17	-3	-2	4	-7	101	101	102
Cc1ccc(NC(=S)N(Cc2ccco2)C(C)c2cccs2)cc1 (stereo not drawn)	-2	1	2.0	22	-1	-2	20	-4	98	100	99
CC(C)[C@H](NS(=O)(=O)c1cccc(Cl)c1)C(=O)OCC(=O)N1CCN(c2ccccc2)CC1	-8	-4	1.4	10	-14	-6	2	-15	100	98	99
O=C(CCc1ccccc1)NCCc1cccs1	-7	-5	0.8	13	0	0	4	0	100	100	97
CC(=O)NS(=O)(=O)c1ccc(NC(=O)COc2ccc(C(=O)c3ccccc3)cc2)cc1	13	10	0.6	9	13	13	10	15	87	78	80
Cc1ccc(Cl)cc1N1CCN(Cc2nnnn2Cc2ccco2)CC1	-6	-1	-0.3	29	-9	-4	19	-14	101	102	97
COC(=O)C1=C(C)NC(=O)/C1=C\N(C)C	-5	1	0.5	14	0	-1	0	-2	105	102	100
Cc1ccc(OCC(=O)N/N=C\c2ccc(O)cc2)c([N+](=O)[O-])c1	-3	1	2.4	18	0	-1	0	-2	104	102	102
COc1ccc(-c2noc(CSc3nnc(-c4ccncc4)n3-c3ccc(F)cc3)n2)cc1OC	-9	2	2.1	50	-3	4	5	-10	94	95	92
COc1ccc(OCCSc2nc3ccccc3c(=O)[nH]2)cc1	-6	-2	0.6	28	-15	-3	60	-16	103	101	101
COc1ccc(C(c2nnnn2C2CCCC2)N2CCC(C(N)=O)CC2)c(OC)c1 (stereo not drawn)	-8	-2	0.8	22	-9	-2	9	-18	100	99	97
O=C(COc1ccccc1)Nc1ccc(NC(=O)c2ccco2)cc1	-5	-2	1.0	59	-2	-5	5	-7	102	104	102
O=c1c2ccccc2c(C=NCCO)c(O)n1-c1ccccc1	-10	0	0.4	31	-8	-4	3	-13	82	92	100
COC(=O)c1sc(-c2ccccc2)cc1NC(=O)c1cc(OC)cc(OC)c1	-9	-5	-4.0	10	-6	-8	-10	-4	102	103	102
CSCCC(NC(=O)OC(C)(C)C)C(=O)Oc1ccc2c(=O)c(-c3ccc4c(c3)OCCO4)coc2c1 (stereo not drawn)	0	0	0.8	12	-2	0	4	0	94	93	93
NNc1nc2ccc(F)cc2s1	0	0	-0.5	9	-11	-1	4	-19	92	78	89
CNC(=O)c1ccccc1Sc1ccccc1C#N	-6	-3	0.2	10	-3	-5	1	3	87	79	87
OC(COCCOc1ccc(Br)cc1)CN1CCCCC1 (stereo not drawn)	-7	-2	0.5	5	-3	-4	6	-1	92	84	90
Cn1c(CN2CCCCC2)nc2cc([N+](=O)[O-])ccc21	-6	-5	1.7	11	-3	-4	21	-2	104	104	107
COc1cc(NC(=O)c2ccco2)c(OC)cc1NC(=O)CSc1ncc(-c2ccc(F)cc2)[nH]1	0	-2	0.9	41	2	2	4	2	82	85	87
CCOC(=O)CCSc1nc(-c2ccccc2)cc(C(F)(F)F)n1	-9	-1	0.2	11	-6	-6	6	-1	99	98	99
Cc1ccc(C)n1-n1cnc2sc(-c3ccccc3)cc2c1=O	-5	1	1.9	47	-7	-4	4	-8	101	100	102
O=C(/C=C\c1ccc(-c2cccc([N+](=O)[O-])c2)o1)N1CCOCC1	-5	-1	0.2	10	-1	-1	3	2	101	97	91
CCOc1ccccc1C(=O)Nc1nnc(SCC(=O)N2CCOCC2)s1	-3	4	1.4	21	-3	0	14	-1	101	102	105
COc1ccc(C(=O)c2c(C(F)(F)F)oc3c2C(=O)c2ccccc2C3=O)cc1OC	-5	2	2.2	61	-4	-7	4	-9	103	103	102
Cc1cc(C)nc(/N=C2\NC(=O)CC(C(=O)O)N2c2ccc(C)c(C)c2)n1 (stereo not drawn)	-2	-5	0.0	18	-5	-2	0	-14	104	109	110
CC(C)Cc1ccc(C(C)C(=O)N2CCOCC2)cc1 (stereo not drawn)	0	-2	0.2	31	-1	1	2	-1	92	97	92
O=C(Nc1cccc(F)c1)C1CC(=O)N(c2ccc(Cl)cc2)C1 (stereo not drawn)	-2	-2	0.7	24	-3	-5	3	-2	99	99	95
CCN(CC)S(=O)(=O)c1ccc(OC)c(NC(=O)C2CC(=O)N(c3ccc(C)cc3)C2)c1 (stereo not drawn)	1	3	0.2	22	-1	-2	2	-4	101	100	102
COc1ccc(C(CC(=O)NCC(OC)OC)NS(=O)(=O)c2ccc(Cl)cc2)cc1 (stereo not drawn)	-4	-9	0.1	14	-8	-3	1	-5	101	95	97
COc1ccc(CNC(=O)CCSCc2cccc(Cl)c2)cc1	5	11	6.4	16	11	9	8	5	157*[activator]	106	177*[activator]
Cc1cc(C)nc(N(C#N)CN2C(=O)c3ccccc3S2(=O)=O)n1	-4	2	0.3	10	4	6	1	3	93	97	97
CC1(C)CC(=O)C2=C(C1)C(c1cn(-c3ccccc3)nc1-c1ccccc1)C(C#N)=C(N)O2 (stereo not drawn)	-10	-4	0.5	12	-6	-9	-1	-7	107	101	124
CS(=O)(=O)N1CCN(c2ccc(NC(=O)c3cccnc3Cl)cc2)CC1	-5	1	0.4	29	-4	-9	0	-7	101	100	101
CCNC(=S)Nc1ccc(OC(F)(F)F)cc1	-10	-5	1.1	17	-4	-5	13	-5	100	101	?
Cc1ccnc(NC(=O)c2ccc(S(=O)(=O)c3ccccc3)cc2)c1	-3	3	2.7	13	-3	2	24	-4	102	103	97
CCCC(c1nnnn1CC1CCCO1)N1CCN(c2cc(Cl)ccc2C)CC1 (stereo not drawn)	-1	0	1.4	13	0	-2	3	-2	94	96	96
O=C(Cn1nc(Cc2ccncc2)c2ccccc2c1=O)N1CCN(C(=O)c2ccco2)CC1	-3	-1	0.4	20	-7	-4	11	-12	100	100	97
Cc1ccc(Nc2ncccc2C(N)=O)cc1	-4	-2	1.3	18	-1	-4	11	-2	66	102	98
COc1ccc(C(=O)Nc2cccc3c2C(=O)NC3=O)cc1S(=O)(=O)N1CCOCC1	1	2	0.0	18	1	0	0	-1	101	101	96
Cc1ccc(NC(=O)CSc2ccc(-c3cccnc3)nn2)cc1Cl	-3	1	0.1	9	-3	-2	3	-2	99	103	102
O=C(O)CCN1C(=O)NC2(CCCC2)C1=O	-5	2	0.4	30	-7	-4	0	-10	102	101	105
CC(C)N1CC(C(=O)Nc2ccccc2)CC1=O (stereo not drawn)	1	1	-0.2	24	6	0	0	1	103	104	102
CNc1oc(-c2cccc3ccccc23)nc1C#N	-2	-3	0.3	44	-2	0	2	-7	97	98	102
O=C1CC(N2CCN(c3ccc(F)cc3)CC2)C(=O)N1c1ccccc1 (stereo not drawn)	-1	1	0.7	12	1	1	8	-5	101	99	96
O=C(Cc1cc(=O)[nH]c(=O)[nH]1)NCc1ccc(Cl)cc1	-8	-3	-0.8	14	0	-5	-2	1	100	101	98
CS/C(=N/S(=O)(=O)c1ccc(C)cc1)c1ccccc1	0	-1	1.2	23	0	0	9	0	99	92	94
COc1ccc(-n2nc(C(=O)NCc3cc(OC)ccc3OC)c3c4ccccc4n(C)c3c2=O)cc1	0	-3	12	19	-4	-2	4	0	100	101	103

Further entries:
SMILES	Bcl-B Bim block	Bim-Bcl-W	ABCB1 inh	GSH fluor	Bim-Bcl-2	Bim-Bcl-XL	ABCG2 inh	Bfl-1 Bim block	RGS4-Gao reg	RGS8-Gao	RGS7-Gao
Cc1nc2sccn2c(=O)c1Cl	2	0	0.2	9	3	-2	0	-1	98	99	101
O=C(NCc1ccc(Cl)cc1)C(=O)NCC(c1ccco1)N1CCOCC1 (stereo not drawn)	-9	-7	0.7	20	-8	-10	2	-16	102	101	104
O=C1/C(=C/c2cccnc2)Oc2cc(OS(=O)(=O)c3ccccc3)ccc21	-11	0	0.3	10	-6	-3	3	-8	102	100	102
Cc1cc(C(=O)Nc2c(C)n(C)n(-c3ccccc3)c2=O)c(C)o1	-10	0	0.7	42	-6	0	2	-11	105	103	101
Cc1cccc(Cn2cnc3ccccc32)c1	-4	2	0.4	41	-5	-7	1	-9	102	102	102
CCC1CCCCN1C(=O)Cn1c(=O)n(CCC(=O)NCc2ccco2)c(=O)c2sccc21 (stereo not drawn)	-5	0	0.3	23	-5	-4	-5	-16	99	100	100
CC(C)(C)c1ccc(OCC(=O)N2CCCCCC2)c(Br)c1	-2	1	0.2	15	-4	0	7	0	100	100	?
O=C(N/N=C/c1ccccn1)c1ccc(N/N=C/c2ccccn2)cc1	-8	0	-0.7	12	-1	-1	0	-2	122	119	119
CCOCC(=O)NCc1ccc2c(c1)OCO2	-7	0	-0.4	31	-6	-3	-2	-14	103	102	100
CCN(CC)c1ccc(NC(=O)c2ccccc2F)cc1S(=O)(=O)Nc1ccccc1OC	-31	3	-0.8	3	4	-6	-2	29	94	79	143

Continued, starting with the last four of the part before.
SMILES	Bcl-B Bim block	Bim-Bcl-W	ABCB1 inh	GSH fluor	Bim-Bcl-2	Bim-Bcl-XL	ABCG2 inh	Bfl-1 Bim block	RGS4-Gao reg	RGS8-Gao	RGS7-Gao
CC(C)(C)c1ccc(OCC(=O)N2CCCCCC2)c(Br)c1	-2	1	0.2	15	-4	0	7	0	100	100	?
O=C(N/N=C/c1ccccn1)c1ccc(N/N=C/c2ccccn2)cc1	-8	0	-0.7	12	-1	-1	0	-2	122	119	119
CCOCC(=O)NCc1ccc2c(c1)OCO2	-7	0	-0.4	31	-6	-3	-2	-14	103	102	100
CCN(CC)c1ccc(NC(=O)c2ccccc2F)cc1S(=O)(=O)Nc1ccccc1OC	-31	3	-0.8	3	4	-6	-2	29	94	79	143
Cc1cc(NC(=O)CSc2nnc(C)c(=O)n2N)no1	-4	-3	0.5	19	-3	-4	1	-4	96	95	94
O=C(NC1CCCCC1)N1CCCCCC1	0	1	1.0	14	1	1	3	1	101	101	99
O=C(CSc1ccccc1)NCc1ccccn1	-6	-4	0.1	9	-4	-6	2	-2	102	106	104
Cc1cccc(-n2c(C)cc(/C=C3\C(=N)N4N=C(CC(C)C)SC4=NC3=O)c2C)c1	-2	-4	0.8	4	0	-3	2	0	91	97	93
